Screening data: PubChem BioAssay, several laboratories
Rv3671c inh: inhibitors of M. tuberculosis serine protease Rv3671c; P9WHR9; inhibition, % at 5.96 µM; 0.048% of 320,000 active; AID 2606; in the data active = inhibition above about 38%;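 note: extracellular domain of Rv3671c used as enzyme; 0% = enzyme with DMSO and 100% = no enzyme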
Target sequence (P9WHR9 whole entry, looked up, the tested form may be a part): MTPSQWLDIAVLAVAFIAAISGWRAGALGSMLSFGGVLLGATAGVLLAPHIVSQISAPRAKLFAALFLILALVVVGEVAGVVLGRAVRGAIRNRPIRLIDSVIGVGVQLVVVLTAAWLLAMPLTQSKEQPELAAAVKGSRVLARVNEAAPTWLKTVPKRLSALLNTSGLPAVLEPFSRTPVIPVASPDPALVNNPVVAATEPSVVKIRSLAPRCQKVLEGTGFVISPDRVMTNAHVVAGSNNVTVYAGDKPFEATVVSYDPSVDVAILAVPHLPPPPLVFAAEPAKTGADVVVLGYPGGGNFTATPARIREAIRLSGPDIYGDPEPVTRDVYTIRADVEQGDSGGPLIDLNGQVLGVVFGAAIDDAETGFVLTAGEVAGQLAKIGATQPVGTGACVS
3CLpro inhibitor: SARS-CoV 3CLpro protease inhibition. 0.14% of 290,000 active. recombinant SARS-CoV 3CLpro, quenched FRET peptide cleavage. P0C6X7. inhibition, % at 6 µM; in the data active = inhibition above about 12%
SSB-PriA inh: inhibitors of Klebsiella pneumoniae PriA binding to SSB C-terminal tail. inhibition, % at 33 µM. AlphaScreen SSBct-PriA binding, biotinylated peptide. AID 1272365. 0.6% of 430,000 active; in the data active = inhibition mostly above about 37%, no sharp cut-off; inactive = mostly below about 20%;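 note: plate controls were negative control peptide for no effect and reference peptide for full effect; strong numbers were not always called active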
Yp Topo-I inh: inhibitors of Yersinia pestis topoisomerase I; Y. pestis Topo-I cleavage product accumulation, plate reader; activity, % at 10 µM; 0.064% of 360,000 active; AID 504884; in the data active = activity above about 50%, passing the limit was not always enough; note: inactives centre near 2
Anthrax LF inh2: blocks Bacillus anthracis lethal factor protease; multiplex microsphere protease cleavage assay, LF; P15917; 0.12% of 360,000 active; inhibition, % at 10 µM; AID 588501; in the data active = inhibition above about 30%; note: plate controls were buffer without enzyme for full effect and enzyme alone for no effect
DUSP3 inh: blocks human VHR1 dual specificity phosphatase; recombinant VHR phosphatase, pNPP absorbance; inhibition, % at 13.3 µM; 0.52% of 290,000 active; in the data active = inhibition above about 50%; note: some compounds called inactive have numbers as strong as hits
Target sequence (P51452 whole entry, looked up): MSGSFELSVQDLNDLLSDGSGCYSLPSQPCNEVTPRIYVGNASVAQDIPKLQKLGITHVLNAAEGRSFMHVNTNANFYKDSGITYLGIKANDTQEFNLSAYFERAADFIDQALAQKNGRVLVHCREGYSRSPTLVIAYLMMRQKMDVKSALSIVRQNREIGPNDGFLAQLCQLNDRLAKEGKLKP
PfHsp40 rescue: restores yeast growth despite PfHsp40 toxicity | S. cerevisiae expressing PfHsp40, growth rescue, ATP luminescence | growth rescue, % at 12.5 µM | 0.68% of 340,000 active; in the data active = growth rescue above about 28%, passing the limit was not always enough;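 note: yeast W303a lacking pdr1 and pdr3 grown in galactose medium; growth measured after three days at 30 °C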
BH1578 lux ind: induces V. cholerae light production without autoinducers | V. cholerae BH1578 lux reporter, luminescence, 6 h | activation, % at 18.7 µM | 0.16% of 350,000 active; in the data active = activation mostly above about 9.7%, no sharp cut-off; note: not every result past the cut was called active; inactives centre near 0; reference of the scale not given here
TcdB GH inh: blocks C. difficile toxin B glycohydrolase activity. inhibition, % at 9.99 µM. 0.24% of 350,000 active. TcdB glycohydrolase enzymatic assay, plate reader. AID 652162; in the data active = inhibition above about 10%
MazF activator: activators of E. coli MazEF toxin-antitoxin RNase; AID 504720; activation, % at 20 µM; P0AE70; FAM/BHQ RNA-DNA oligo cleavage fluorescence, 5 h; 0.32% of 350,000 active; in the data active = activation above about 50%
Target sequence (P0AE70 whole entry, looked up): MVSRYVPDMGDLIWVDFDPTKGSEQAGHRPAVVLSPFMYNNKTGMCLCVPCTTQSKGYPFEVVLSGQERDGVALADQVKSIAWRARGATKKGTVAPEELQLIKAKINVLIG
* marks the source's active call; other numbers are inactive results; i = inactive; . = no result given. An excerpt (hit frequency here may not be typical).

SMILES	Rv3671c inh	3CLpro inhibitor	SSB-PriA inh	Yp Topo-I inh	Anthrax LF inh2	DUSP3 inh	PfHsp40 rescue	BH1578 lux ind	TcdB GH inh	MazF activator
CC1CCc2sc(C(=O)Nc3ccc(C(N)=O)cc3)cc2C1 (stereo not given)	-24	1	-1	4	1	10	-0.5	i	0.5	4
O=C(N[C@@H](Cc1ccccc1)C(=O)O)c1ccc(C(F)(F)F)cc1	-2	5	-4	-1	-4	7	2.8	-5.0	1.4	2
O=C(CNC(=O)c1cccc(OC(F)F)c1)Nc1ccc(Cl)cc1	0	3	-14	9	-6	11	0.5	-0.5	-0.9	8
CCOc1ccc(NC(=O)CSc2nc(C3CC3)nc3ccccc23)cc1	7	-3	-18	2	-4	5	-0.4	-0.3	1.0	4
CN(C)S(=O)(=O)Nc1ccc2c(c1)OCO2	2	.	4	-3	-3	-7	0.1	-0.3	-0.7	6
CCCCCN(C(=O)CCC(=O)OC(C)C(=O)c1ccc(Cl)cc1)c1c(N)n(CCCC)c(=O)[nH]c1=O (stereo not given)	5	.	-16	21	-1	.	0.5	2.4	0.1	-6
COc1ccc(CNc2ncnc3cc(OC)c(OC)cc23)cc1	-2	-3	-8	-12	0	14	0.9	0.3	.	8
CCc1ccc2c(c1)cc(CN(Cc1ccco1)C(C)=O)c1nnnn12	-2	4	-4	4	-15	11	-1.6	0.6	1.8	3
O=C1CC(=O)N(Cc2cccs2)C(=O)N1	-20	-1	-10	-5	-3	-19	0.4	-1.0	.	-11
Cc1cc(=O)cc(C)n1-c1ccc2c(c1)nc(C)n2-c1ccccc1	10	.	2	-4	2	22	-2.1	-0.4	1.7	9
CC(=O)C1=C(O)C(=O)N(CCc2c[nH]c3ccccc23)C1c1ccccc1 (stereo not given)	-8	-1	-6	4	-1	12	0.5	i	-0.7	0
Cc1sc2nc(CN3CCCC3)nc(N3CCN(C(=O)c4ccco4)CC3)c2c1C	-3	-4	-5	30	-5	4	-0.5	-0.4	0.4	1
CCOC(=O)c1cc[nH]c1CC(=O)NC	-8	-2	-11	2	-5	10	-1.1	-1.1	0.9	4
CCOC(=O)Cc1[nH]nc2c1C(Cc1ccccc1)C(C#N)=C(N)O2 (stereo not given)	-2	5	-5	0	10	-24	-0.9	-0.2	0.5	11
Cc1csc(C(=O)O)c1NC(=O)c1c(Cl)cccc1Cl	-6	0	-11	-2	9	14	-0.9	i	-1.7	-1

Results in Rv3671c inh and 3CLpro inhibitor, for some of the entries so far:
structure | Rv3671c inh | 3CLpro inhibitor
CCOC(=O)c1cc[nH]c1CC(=O)NC | -8 | -2
CCOC(=O)Cc1[nH]nc2c1C(Cc1ccccc1)C(C#N)=C(N)O2 (stereo not given) | -2 | 5

Gathered by group, the compounds so far with a COOH group (two)
SMILES	Rv3671c inh	3CLpro inhibitor	SSB-PriA inh	Yp Topo-I inh	Anthrax LF inh2	DUSP3 inh	PfHsp40 rescue	BH1578 lux ind	TcdB GH inh	MazF activator
O=C(N[C@@H](Cc1ccccc1)C(=O)O)c1ccc(C(F)(F)F)cc1	-2	5	-4	-1	-4	7	2.8	-5.0	1.4	2
Cc1csc(C(=O)O)c1NC(=O)c1c(Cl)cccc1Cl	-6	0	-11	-2	9	14	-0.9	i	-1.7	-1

Next results.
SMILES	Rv3671c inh	3CLpro inhibitor	SSB-PriA inh	Yp Topo-I inh	Anthrax LF inh2	DUSP3 inh	PfHsp40 rescue	BH1578 lux ind	TcdB GH inh	MazF activator
CC(C)C(=O)O/N=C(\N)c1ccc(Oc2ccc(Cl)cc2)c([N+](=O)[O-])c1	2	-2	i	-2	-2	29	0.6	-0.4	0.5	-1
Cc1ccc(COc2ccccc2-c2cc(C(=O)N/N=C/c3cccnc3)[nH]n2)cc1	-102	-3	i	11	-8	-4	0.7	0.0	1.7	-16
COc1ccc(Cn2ccnc2)cc1Br	11	-5	-1	5	0	-28	-0.4	3.1	.	9
CCOc1ccc(CN(C(=O)c2ccccn2)c2ccc(OC)c(Cl)c2)cc1	6	2	3	28	0	1	0.5	-0.6	0.2	10
Cc1cc(C)n(-c2cccc(CN3CCC(CO)(Cc4ccccc4)CC3)c2)n1	6	6	9	19	-2	13	0.3	i	-0.2	-13
CSc1nc(N)n2nc(-c3ccc(Cl)cc3)cc2n1	4	2	4	-2	2	10	-0.2	i	0.9	-19
COc1cc(C(=O)NC2CC3CCCC(C2)N3C2CC2)cc(OC)c1OC (stereo not given)	1	2	-5	-4	-4	21	-0.9	-0.5	.	-1
O=C(NCCC(=O)N1CCCCCCC1)c1ccc(Br)cc1	14	.	5	-6	4	.	70*	-0.6	-0.2	-2
COc1cccc(-c2nc(CS(=O)(=O)CC(=O)Nc3cc(F)ccc3F)c(C)o2)c1	-5	5	-4	-11	-5	-12	0.0	i	2.5	-4
CCCCC(=O)OCc1nc2ccccc2s1	3	4	-23	-3	0	14	-2.1	i	0.3	-3
NC(N)=NC1=NC(=O)C(Cc2ccccc2)S1 (stereo not given)	10	-2	.	-2	-6	-14	-0.5	i	0.6	14
Cc1ccc(F)cc1NC(=O)CCNC(=O)c1ccc([N+](=O)[O-])cc1	-2	0	-12	4	6	-9	-0.7	-1.5	-0.1	3
C#CC(=O)CC1(CN(Cc2ccccc2)C(=O)OC(C)(C)C)CCCCC1	.	.	-8	17	1	.	-0.5	-0.3	-5.3	-9
CCOc1cc(/C=N\NC(=O)c2ccc(C)nc2)cc([N+](=O)[O-])c1O	11	2	.	0	-1	12	1.4	-2.4	3.9	-3
C=CCSc1nc(-c2ccc3c(c2)OCO3)cc(C(F)(F)F)c1C#N	2	-1	4	1	16	-4	-0.9	i	.	-2

One compound at a time, as listed above. Order of values: Rv3671c inh | 3CLpro inhibitor | SSB-PriA inh | Yp Topo-I inh | Anthrax LF inh2 | DUSP3 inh | PfHsp40 rescue | BH1578 lux ind | TcdB GH inh | MazF activator
Results for CCOc1ccc(CN(C(=O)c2ccccn2)c2ccc(OC)c(Cl)c2)cc1 = 6 | 2 | 3 | 28 | 0 | 1 | 0.5 | -0.6 | 0.2 | 10
Results for CC(C)C(=O)O/N=C(\N)c1ccc(Oc2ccc(Cl)cc2)c([N+](=O)[O-])c1 = 2 | -2 | i | -2 | -2 | 29 | 0.6 | -0.4 | 0.5 | -1
Results for COc1cccc(-c2nc(CS(=O)(=O)CC(=O)Nc3cc(F)ccc3F)c(C)o2)c1 = -5 | 5 | -4 | -11 | -5 | -12 | 0.0 | i | 2.5 | -4
Results for C=CCSc1nc(-c2ccc3c(c2)OCO3)cc(C(F)(F)F)c1C#N = 2 | -1 | 4 | 1 | 16 | -4 | -0.9 | i | . | -2
Results for Cc1cc(C)n(-c2cccc(CN3CCC(CO)(Cc4ccccc4)CC3)c2)n1 = 6 | 6 | 9 | 19 | -2 | 13 | 0.3 | i | -0.2 | -13

(listing goes on)
SMILES	Rv3671c inh	3CLpro inhibitor	SSB-PriA inh	Yp Topo-I inh	Anthrax LF inh2	DUSP3 inh	PfHsp40 rescue	BH1578 lux ind	TcdB GH inh	MazF activator
Cc1cccc2sc(NC(=O)CCNS(=O)(=O)c3cccs3)nc12	-16	3	-3	-2	-5	24	-1.9	i	.	-4
Cc1nc(NCC2CCCO2)c2nnn(Cc3c(F)cccc3Cl)c2n1 (stereo not given)	1	1	0	8	-4	17	0.7	-0.3	1.5	3
O=C(Nc1ccc(Cl)cc1)C1c2cccc[n+]2CC(=O)N1Cc1ccc2c(c1)OCO2 (stereo not given)	7	3	5	-19	1	-3	-0.3	-0.3	-4.9	-2
CC12C(=O)N(NC(=O)c3ccncc3)C(=O)C1C1C=CC2C1 (stereo not given)	-2	-2	-4	-4	2	-21	-0.2	-0.1	-0.7	5
CCCCNc1nc(N)nc(-c2cc(Cl)ccc2O)n1	-26	1	-16	4	0	-2	0.2	-1.7	.	-8
O=C(CC12CC3CC(CC(C3)C1)C2)NCc1ccncc1	5	2	1	2	-4	-20	-1.1	i	.	2
Fc1cccc(C2NCCc3[nH]cnc32)c1 (stereo not given)	-3	-4	-3	-3	1	-3	-2.3	-0.2	.	0
CCOC(=O)C1CCCN(C(=O)c2ccc(C(F)(F)F)nc2C)CC1 (stereo not given)	.	.	.	5	-3	.	.	i	0.9	.
O=C1/C(=C/c2ccc(O)cc2)SC(=S)N1Cc1cccnc1	1	6	-11	3	-1	3	-0.6	i	0.4	-610
CCN1CCN(C(=O)C23CCC(C)(C(=O)C2Br)C3(C)C)CC1 (stereo not given)	1	2	3	-4	3	1	0.9	-0.3	-0.6	5
N#Cc1ccccc1OCC(=O)Nc1cccc(S(=O)(=O)N2CCCC2)c1	-8	.	-6	0	-7	.	-0.3	-2.7	0.8	4
COC(=O)C1CSC(C(=O)OC)N1C(=O)Nc1ccccc1 (stereo not given)	0	-1	-14	0	-1	25	-1.8	0.0	.	-1
CC(/C=N/NC(=O)Cc1cccs1)=C\c1ccccc1	-3	2	.	23	2	7	-0.2	-0.2	.	4
CC1CC(C)CN(CCOCCSc2ccccc2)C1 (stereo not given)	-4	1	-10	-9	-3	-2	0.5	-4.5	0.1	-1
CC(Sc1ccc(Cl)cc1)C(=O)NCc1cccnc1 (stereo not given)	6	3	-8	6	-3	-7	-0.6	i	.	4

Grouped by structure, the entries above containing two or more sulfur atoms (two)
SMILES	Rv3671c inh	3CLpro inhibitor	SSB-PriA inh	Yp Topo-I inh	Anthrax LF inh2	DUSP3 inh	PfHsp40 rescue	BH1578 lux ind	TcdB GH inh	MazF activator
Cc1cccc2sc(NC(=O)CCNS(=O)(=O)c3cccs3)nc12	-16	3	-3	-2	-5	24	-1.9	i	.	-4
O=C1/C(=C/c2ccc(O)cc2)SC(=S)N1Cc1cccnc1	1	6	-11	3	-1	3	-0.6	i	0.4	-610

Following part.
SMILES	Rv3671c inh	3CLpro inhibitor	SSB-PriA inh	Yp Topo-I inh	Anthrax LF inh2	DUSP3 inh	PfHsp40 rescue	BH1578 lux ind	TcdB GH inh	MazF activator
O=C(/C=C/c1cn(-c2ccccc2)nc1-c1ccc2c(c1)OCCO2)NCCCN1CCOCC1	-8	0	10	15	-3	27	-0.6	1.3	8.0	1
COc1ccc(CCn2c(C)c(C(C)=O)c(C(C)=O)c2C)cc1OC	0	2	-2	1	3	-1	0.2	i	1.9	-19
CC(C)(C)c1ccc(C(=O)N2CCNC(=O)C2CC(=O)Nc2ccc(F)cc2)cc1 (stereo not given)	-3	7	1	13	-1	-4	0.2	-0.6	0.9	-3
O=C(Nc1cccc(C(F)(F)F)c1)Nc1nnc([C@@H]2C[C@H](O)[C@@H](CO)O2)s1	.	.	.	9	2	.	.	-3.3	2.1	.
O=C(COc1ccc2ccc(=O)oc2c1)N1CCN(C(=O)C2COc3ccccc3O2)CC1 (stereo not given)	0	7	2	-2	-3	15	0.1	i	0.3	8
COc1ccccc1OCCCn1cc(C#N)c2ccccc21	-1	3	-22	25	-6	0	-0.3	-1.0	.	-3
CN1C(N)=NC(=O)/C1=C/c1ccc(OC(F)(F)F)cc1	-18	4	.	-1	-1	-6	0.8	0.2	0.5	4
CN(C(=O)COC(=O)c1cc(S(=O)(=O)N2CCOCC2)c(Cl)cc1Cl)C1CCS(=O)(=O)C1 (stereo not given)	-7	-7	-10	0	0	22	-0.5	0.1	-0.1	3
O=C(O)CCCNC(=O)c1cccc(C(=O)NCCCC(=O)O)n1	-6	-3	-17	2	3	0	-1.1	-0.1	.	4
Cc1nc2cccc(C(=O)Oc3ccc([N+](=O)[O-])cc3)c2o1	-8	0	-12	4	7	21	-0.3	i	-1.0	16
O=C(CSc1nnc(CNC(=O)C23CC4CC(CC(C4)C2)C3)n1-c1ccccc1)Nc1ccc(F)cc1	7	0	7	1	0	-10	-1.6	-1.0	0.5	3
FC(F)(F)c1cc(-c2cccs2)n[nH]1	9	1	5	-1	-3	10	-1.3	-11	.	-6
O=CNc1cc(-c2ccccc2)cn2c(-c3ccc(F)c(Cl)c3)cnc12	.	.	.	-2	-2	.	.	-0.6	-8.6	.
O=C(COC(=O)Cc1ccsc1)NNC(=O)c1ccccc1	7	.	3	2	2	.	-0.8	i	0.2	4
